TRPM1 prom inh = MITF TRPM1 promoter inhibition in SK-MEL-5 cells; inhibition, % at 12.5 µM; SK-MEL-5 TRPM1 promoter luciferase, 24 h; 0.83% of 330,000 active; AID 488899;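 active = mean inhibition across replicates of 60% or more, whatever share of single replicates reaches that level; inconclusive = some that reach 60%, reason not given; inactive = mean inhibition across replicates below 60%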; also: values of inactives mirror those of a sister screen read the other way
m5-HT2A agonist = activates the mouse 5-HT2A serotonin receptor; AID 624169; CHO-K1 mHTR2A beta-arrestin complementation, luminescence; percent of 30 µM serotonin response; activation, % at 7.6 µM; P35363; 0.66% of 360,000 active;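 active = activation above a run cutoff, the mean activation of all tested compounds plus 3 SD, cut at about 14% in these data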;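 also: 0% = plate median of compound wells and 100% = 30 µM serotonin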
Target sequence (P35363 whole entry, looked up): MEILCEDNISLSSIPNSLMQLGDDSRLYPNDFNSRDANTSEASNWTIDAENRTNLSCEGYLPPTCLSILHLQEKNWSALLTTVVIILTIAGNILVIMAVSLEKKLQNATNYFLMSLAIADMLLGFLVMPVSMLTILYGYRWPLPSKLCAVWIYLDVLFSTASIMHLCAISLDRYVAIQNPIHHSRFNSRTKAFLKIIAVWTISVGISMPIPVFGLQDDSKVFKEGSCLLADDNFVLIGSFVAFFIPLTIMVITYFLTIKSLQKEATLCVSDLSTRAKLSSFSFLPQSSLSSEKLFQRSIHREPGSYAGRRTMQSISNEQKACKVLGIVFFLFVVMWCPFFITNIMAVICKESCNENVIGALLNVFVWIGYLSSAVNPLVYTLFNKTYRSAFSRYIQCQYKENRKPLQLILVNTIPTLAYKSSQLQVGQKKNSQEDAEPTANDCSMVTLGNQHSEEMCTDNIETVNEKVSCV
CaV13 FRET inh = Primary screen for inhibitors of IQ motif and Ca2+-dependent inactivation inhibitor domain binding in CACNA1D, Förster resonance energy transfer in living cells, … | inhibition, % at 12.3 µM | HEK cells, CFP/YFP FRET ICDI-IQ, plate reader, 10 min; percent FRET-ratio fall versus neutral wells | AID 743397 | 0.098% of 340,000 active;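 active = mean replicate inhibition of at least 30% and at least 1% of replicates passing that level; inconclusive = only one of the two criteria is met; inactive = neither criterion is met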;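 also: 0% = median of the neutral control wells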
PDI inh = blocks human protein disulfide isomerase activity; 0.052% of 350,000 active; PDI insulin aggregation turbidity, A650, 90 min; P07237; inhibition, % at 10 µM;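 active = mean inhibition across replicates of 30% or more, whatever share of single replicates reach that level; inconclusive = mean inhibition below 30% while every single replicate reaches 30%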;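 also: absorbance from insulin aggregation driven by PDI reduction with DTT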
Cardio protect = myocardial damage modulation in H9c2 cells; H9c2 cardiomyocytes, H2O2 injury protection, ATPLite, 2 h; protection from H2O2 cell death, % at 20 µM; 0.63% of 360,000 active; AID 588492;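 active = compounds giving at least 50% protection of heart cells from peroxide-induced death in the single-dose screen, raw or plate-pattern-corrected value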;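 also: 0% = DMSO wells with peroxide and 100% = DMSO wells without peroxide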
NR2E3 ag-1 = NR2E3 (human) agonism. AID 2300. GST-NR2E3/biotin-RetCOR TR-FRET, 1536-well. 0.12% of 320,000 active. Q9Y5X4. inhibition of corepressor binding, % at 4.78 µM;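 active = percent inhibition above the cutoff of mean plus 3 SD of all tested compounds, set per screening campaign, cut at about 20% in these data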;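 also: 0% = DMSO wells and 100% = biotin wells as full block of FRET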
Target sequence (Q9Y5X4 whole entry, looked up): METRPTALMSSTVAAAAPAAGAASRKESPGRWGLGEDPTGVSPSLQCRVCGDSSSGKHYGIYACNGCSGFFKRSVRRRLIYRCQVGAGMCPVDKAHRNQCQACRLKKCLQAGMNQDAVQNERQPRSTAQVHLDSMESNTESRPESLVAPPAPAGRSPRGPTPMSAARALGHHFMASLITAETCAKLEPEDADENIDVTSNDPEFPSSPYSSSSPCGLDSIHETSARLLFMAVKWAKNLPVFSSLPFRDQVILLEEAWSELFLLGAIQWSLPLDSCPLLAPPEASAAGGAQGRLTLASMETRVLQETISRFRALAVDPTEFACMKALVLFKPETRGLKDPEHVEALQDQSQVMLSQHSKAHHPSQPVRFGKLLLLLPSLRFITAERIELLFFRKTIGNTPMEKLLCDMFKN
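Material: NR2E3–RetCOR corepressor complex / Amount: 1.35 nM GST-NR2E3 / Medium: Tris pH 7.5 / Compound: single nominal compound dose of 4.8 µM / Incubation: 5 h at 4 °C / Technique: TR-FRET, Eu(K)-anti-GST donor, streptavidin-D2 acceptor, ex 340, em 617/671 nm / Read-out basis: percent loss of FRET ratio relative to control wells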
Peg3 prom inh = reduces Peg3 promoter-driven luciferase expression in HeLa; HeLa PEG-Prom luciferase reporter, luminescence, overnight; inhibition, % at 20 µM; 1.7% of 360,000 active;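 active = inhibition of at least 50% at 20 µM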
Shn3 inh set2 = Schnurri-3 reporter inhibition in Clone20 osteoblasts; Clone20 osteoblast Shn3 3'UTR firefly luciferase, 24 h; inhibition, % at 12.5 µM; 0.52% of 360,000 active;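 active = mean inhibition of at least 75% with every replicate also reaching 75%; inconclusive = mean inhibition at least 75% but some replicate below; inactive = mean inhibition below 75%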;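 also: 0% = median of neutral control wells and 100% = pilot-screen positive control compound; some compounds past the cut are filed as inactive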
HIF-2a block = inhibitors of HIF-2a; 786-0 RCC cells HIF-2a reporter, luciferase luminescence, overnight; inhibition, % at 18.8 µM; 0.72% of 360,000 active; AID 624352;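 active = inhibition of the luminescence signal of 40% or more relative to plate controls, in a single-dose primary screen at 18.75 µM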
iPSC survival up = increases survival of single human iPS cells; survival enhancement, % at 20 µM; hiPSC single-cell survival, ATPlite luminescence; 100% = ROCK inhibitor wells, 0% = DMSO; 0.044% of 360,000 active; in the data active = survival enhancement above about 18%;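 also: cells exposed to compounds for 16 hours before the ATP read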
NR2E3 ag-2 = agonists of human NR2E3 nuclear receptor | Q9Y5X4 | CHO-S Gal4-NCOR/VP16-NR2E3 two-hybrid, luciferase | inhibition of corepressor binding, % at 3.98 µM | 0.35% of 360,000 active | AID 602229;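 active = inhibition above the mean of all tested compounds plus 3 SD, cut at about 70% in these data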;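 also: 0% = DMSO with NR2E3 transfected cells and 100% = cells lacking NR2E3 construct; higher means lower luciferase signal from less NR2E3 corepressor binding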
* hit, by the source's call; ? = inconclusive; · = no result given.

SMILES | TRPM1 prom inh | m5-HT2A agonist | CaV13 FRET inh | PDI inh | Cardio protect | NR2E3 ag-1 | Peg3 prom inh | Shn3 inh set2 | HIF-2a block | iPSC survival up | NR2E3 ag-2
N#CC1(NC(=O)COC(=O)C23CC4CC(CC(O)(C4)C2)C3)CCCCC1 | -7 | -3 | -3 | -5 | 3 | 1 | -10 | -25 | 1 | -0.2 | -22
COc1ccc(CCNC(=O)CSc2nnc3ccc(-c4ccccn4)nn23)cc1OC | -2 | -4 | -7 | -2 | 3 | -1 | -3 | -7 | 22 | 0.8 | -5
CCCCN1CC(C)(C)[C@H](CC(=O)Nc2ccccc2)C1=O | · | 2 | -3 | -2 | 2 | · | 5 | 11 | -4 | 2.9 | 4
CC(C)c1ccc(N(CC(=O)O)S(=O)(=O)c2cccnc2)cc1 | · | 9 | -2 | · | 2 | 2 | 4 | -8 | 9 | 1.0 | -26
CC(=O)Nc1ccc(C(=O)OCc2ccccc2Br)cc1 | -26 | -1 | -14 | -4 | -3 | -1 | -96 | -45 | -117 | 0.1 | -22
O=C1CC(Cc2ccc(Cl)cc2)C(=O)N1c1cc(Cl)ccn1 (configuration not stated) | -24 | -1 | -5 | -8 | -4 | 3 | 6 | -2 | 17 | -0.4 | 12
O=C1CCC(=O)N1CCc1c[nH]c2ccccc12 | -12 | 5 | · | ? | 3 | 2 | -15 | 5 | -30 | -2.6 | -9
Cc1cccc(-n2c(CNC(=O)c3ccc(S(=O)(=O)N4CCCCC4)cc3)n[nH]c2=S)c1 | 2 | 6 | -2 | -2 | -2 | -2 | -2 | 1 | -10 | 0.4 | 7
Cc1ccc2c(O)c(C)c(=O)[nH]c2n1 | 13 | -4 | 5 | -2 | 2 | 5 | 1 | -23 | 15 | 0.7 | -20
Cc1ccc(S(=O)(=O)N2CCCOC2CNC(=O)C(=O)NCCc2c[nH]c3ccccc23)cc1 (configuration not stated) | 24 | 12 | -6 | 4 | -4 | 0 | 18 | -10 | -2 | -1.8 | 14
CCOc1ccc(N(CC(=O)NC2CC2)S(=O)(=O)c2ccc(C)cc2)cc1 | 4 | 0 | -7 | -1 | 0 | 3 | 0 | -4 | 10 | 0.1 | -19
CC(C)c1ccc(/C=C/C(=O)NCCCc2ccccc2)cc1 | -4 | -6 | -5 | -2 | -5 | 1 | -63 | -2 | -12 | -0.7 | 2
O=C(/C=C/c1ccc(Cl)cc1Cl)c1nc2ccccc2[nH]1 | -4 | 2 | · | 25 | -18 | 2 | -6 | 8 | 13 | -5.7 | -17
CCO[C@@H]1OC(C(=O)NCc2ccccc2)=C[C@H](c2coc3ccccc3c2=O)[C@H]1CCCO | -17 | -3 | -10 | 8 | -6 | 0 | -3 | -16 | 9 | -3.1 | -17
CCOC(=O)c1[nH]c2ccccc2c1NC(=O)c1ccc(S(=O)(=O)N2CCOCC2)cc1 | · | -1 | -6 | 10 | 22 | -1 | 11 | 8 | 26 | 1.3 | 16
Cc1c(C)c2ccc(OCC(=O)Nc3ccccn3)cc2oc1=O | 4 | 18* | -7 | -5 | -12 | -3 | -103 | 2 | -119 | -0.6 | -1
O=C(CSc1nc2ccccc2c(=O)n1Cc1ccc(F)cc1)NCC1CCCO1 (configuration not stated) | 12 | -2 | -3 | 2 | -1 | · | 28 | -4 | -1 | -0.3 | 27
O=C(NCc1ccccc1)c1cccc(Br)n1 | -2 | -5 | -11 | -14 | 8 | 2 | -24 | -6 | -22 | 2.7 | -2
CCc1cccc(C)c1NC(=S)N(CCN(C)C)C(C)c1ccco1 (configuration not stated) | 0 | -5 | -3 | -2 | 6 | -2 | 5 | -26 | 14 | -0.1 | 0
Cc1ccc(S(=O)(=O)Cc2ccccc2Cl)cc1 | -21 | -2 | -5 | 1 | -1 | -1 | 20 | 0 | -12 | 0.2 | 10
O=C(O)c1cccnc1Cl | -3 | 0 | -4 | 11 | -1 | 0 | 7 | -12 | 15 | 0.7 | 0
Clc1cc(Br)ccc1OCCOCCN1CCCC1 | -18 | -2 | -2 | -63 | 3 | -3 | -12 | -3 | 6 | -0.5 | 6
COCCCNC(=O)Cc1c(C)c2c(cc(C)c3c(C)c(C)oc32)oc1=O | -6 | 2 | -17 | -13 | -5 | · | 24 | -8 | 15 | -0.1 | 2
NC(=O)c1ccsc1NC(=O)COC(=O)c1cccnc1Cl | 3 | -2 | -5 | 2 | 9 | · | 9 | -12 | -6 | 2.2 | -13
N#Cc1ccc(C(=O)OCCc2cc3ccccc3c(=O)o2)cc1 | -12 | 7 | -11 | -18 | 0 | 1 | -2 | 4 | 6 | -3.3 | -18
Cc1ccc(C(=O)CC(=O)c2ccccc2C)c(O)c1 | 11 | 0 | -21 | -1 | 34 | 0 | -56 | 21 | -87 | -0.7 | -41
Cc1ccc(C(=O)N2CC=C(c3ccccc3)CC2)s1 | -27 | 8 | -2 | 3 | 0 | 1 | -109 | -16 | -160 | -0.3 | 1
CC(=O)Nc1cc(C(=O)OCC(=O)c2ccccc2)ccc1C | -4 | 2 | -5 | -4 | -2 | -3 | -165 | -25 | -105 | -1.2 | -88
COc1cc(OC)c(S(=O)(=O)Nc2ccc(C(=O)N3CCCC3)cc2)cc1NC(C)=O | 12 | -2 | -7 | 4 | 3 | -3 | 17 | -24 | 16 | -0.4 | -11
O=C(NCc1cccs1)C(=O)NCC(c1ccco1)N1CCN(c2ccc(F)cc2)CC1 (configuration not stated) | -8 | -1 | -3 | 5 | -11 | -1 | 24 | -2 | 2 | 1.3 | 14

For convenience, part of the list above.
SMILES | TRPM1 prom inh | m5-HT2A agonist | CaV13 FRET inh | PDI inh | Cardio protect | NR2E3 ag-1 | Peg3 prom inh | Shn3 inh set2 | HIF-2a block | iPSC survival up | NR2E3 ag-2
Cc1ccc2c(O)c(C)c(=O)[nH]c2n1 | 13 | -4 | 5 | -2 | 2 | 5 | 1 | -23 | 15 | 0.7 | -20
Cc1ccc(S(=O)(=O)N2CCCOC2CNC(=O)C(=O)NCCc2c[nH]c3ccccc23)cc1 (configuration not stated) | 24 | 12 | -6 | 4 | -4 | 0 | 18 | -10 | -2 | -1.8 | 14
CCOc1ccc(N(CC(=O)NC2CC2)S(=O)(=O)c2ccc(C)cc2)cc1 | 4 | 0 | -7 | -1 | 0 | 3 | 0 | -4 | 10 | 0.1 | -19
CC(C)c1ccc(/C=C/C(=O)NCCCc2ccccc2)cc1 | -4 | -6 | -5 | -2 | -5 | 1 | -63 | -2 | -12 | -0.7 | 2
O=C(/C=C/c1ccc(Cl)cc1Cl)c1nc2ccccc2[nH]1 | -4 | 2 | · | 25 | -18 | 2 | -6 | 8 | 13 | -5.7 | -17
CCO[C@@H]1OC(C(=O)NCc2ccccc2)=C[C@H](c2coc3ccccc3c2=O)[C@H]1CCCO | -17 | -3 | -10 | 8 | -6 | 0 | -3 | -16 | 9 | -3.1 | -17
CCOC(=O)c1[nH]c2ccccc2c1NC(=O)c1ccc(S(=O)(=O)N2CCOCC2)cc1 | · | -1 | -6 | 10 | 22 | -1 | 11 | 8 | 26 | 1.3 | 16

Going on with the list.
SMILES | TRPM1 prom inh | m5-HT2A agonist | CaV13 FRET inh | PDI inh | Cardio protect | NR2E3 ag-1 | Peg3 prom inh | Shn3 inh set2 | HIF-2a block | iPSC survival up | NR2E3 ag-2
Cc1c(Nc2nc(-c3ccccc3)cs2)c(=O)n(-c2ccccc2)n1C | -9 | 2 | · | -4 | -4 | 1 | -33 | 1 | -48 | -1.6 | -8
COc1cccc(NC(=O)N(C)C[C@@H]2Oc3ncc(Br)cc3C(=O)N([C@@H](C)CO)C[C@H]2C)c1 | · | -2 | · | -13 | 1 | · | 0 | 6 | 7 | -1.0 | -34
O=C(NN1CCN(Cc2ccccc2)CC1)c1ccc(N2CCOCC2)c([N+](=O)[O-])c1 | 3 | 1 | -18 | -1 | 11 | 2 | 1 | -3 | 7 | 2.4 | -7
COc1ccccc1-c1c(-c2ccc(OCC(=O)NN)cc2O)n[nH]c1C(F)(F)F | 24 | 7 | -2 | -3 | -4 | 0 | 9 | 13 | 14 | 0.3 | 0
Cc1cccc(NC(=O)C2CCN(C(=O)c3ccco3)CC2)c1C | 8 | -2 | -7 | -6 | -2 | 4 | 18 | -3 | 14 | -0.8 | 9
COc1ccc(S(=O)(=O)N2CCC[C@H]2C(=O)N2CCC[C@H]2C(=O)N[C@H](C)c2ccccc2)cc1C | · | -4 | -6 | · | · | · | · | · | 10 | 0.3 | 11
COc1ccc(C(=O)OCCCOC(=O)c2ccc(OC)cc2OC)c(OC)c1 | 0 | -5 | -3 | -2 | 4 | -1 | 1 | 25 | 4 | 1.3 | -30
COCCCNC(=S)Nc1ccc(CC(=O)O)cc1 | 4 | -1 | -3 | 13 | 0 | 1 | 7 | 6 | 18 | 1.4 | 0
CCOC(=O)C1CCN(CCC(=O)Nc2ccccc2Cl)CC1 | 0 | 1 | -8 | -3 | 1 | 3 | 5 | 1 | 6 | 1.4 | 6
Nc1ccc(OC(=O)Nc2ccc(O)cc2)cc1 | 45 | 1 | -4 | 0 | 2 | 2 | 14 | 14 | 77* | -0.1 | 11
O=C1N(Cc2cccc(Cl)c2)C[C@@H]2C[C@@H](c3ccc4nonc4c3)N3CCC[C@@]123 | 4 | -1 | -2 | 4 | -3 | 3 | 25 | 14 | 21 | -0.6 | 3
CSc1nc(N)nc2c1ncn2CC(=O)NCc1ccc2[nH]ccc2c1 | 9 | -2 | -12 | 20 | -9 | · | 3 | 27 | -13 | -2.8 | -11
NC(=O)c1cc2ccccc2o/c1=N/NC(=O)c1cccc(F)c1 | -4 | -3 | -19 | -7 | 5 | -3 | -17 | -9 | -25 | 0.2 | -35
Fc1ccc(-c2cn3ccccc3n2)cc1 | -20 | -4 | 0 | 3 | -12 | 4 | -246 | -7 | -154 | -0.8 | -88
O=C(OCCOc1ccccc1)c1cc(S(=O)(=O)N2CCOCC2)ccc1Cl | 2 | -4 | -6 | 7 | -2 | 2 | -5 | 9 | -1 | 0.1 | -16
CCOC(=O)CN(C)C(=O)CCc1nnc(-c2ccsc2)o1 | -26 | -3 | 5 | -1 | 6 | 0 | -23 | -5 | -40 | -2.0 | -31
CCc1ccc(CN(C)C(=O)C2CCC(=O)N(CC3CCCCC3)C2)cc1 (configuration not stated) | -16 | -2 | -7 | 6 | -3 | 4 | 6 | 8 | -33 | 0.0 | -20
CC(C)(C)c1ccc(S(=O)(=O)Nc2ccc(Cc3ccncc3)cc2)cc1 | 4 | 2 | -8 | -6 | -26 | 1 | -39 | 61 | -46 | -2.0 | 41
Cc1c(C(=O)N/N=C/c2cccnc2)sc(N)c1C#N | 3 | -9 | -5 | 0 | 28 | · | -10 | -35 | -26 | 0.3 | 0

Not a hit list (roughly 3.9% active in at least one column).
